High-throughput results deposited in PubChem BioAssay by National Center for Advancing Translational Sciences (NCATS).
HEK293 tox: cytotoxicity counter-screen for GLP-1 receptor inverse agonists. HEK293 cAMP-luciferase reporter cells, luminescence, 24 h. Potency, µM (series often up to 38.3 µM), for inactives: top-dose activity change, negative = inhibition, actives largely listed as inhibitors. actives 0.13% (n = 410,000). AID 624418;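 also: loss of luciferase light is scored as toxicity; potency is read from the fitted curve at half-maximal effect; % is scaled to controls: 0 for no effect and ±100 for the full control effect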
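Seeding density was 200 cells/uL; after overnight-length (12 h) culture, 23 nL compounds went on for 24 h at 37 °C. Readout used a luciferase detection reagent, luminescence taken after 12 min at room temperature.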
EPAC1 ag: EPAC1 (human) agonism; Potency, µM (doses to about 154 µM), for the others: top-dose activation, most hits filed as activators; actives 0.073% (n = 360,000); AID 720707; EPAC1 agonist qHTS, biochemical assay; response scale: 100% = response to 6.5 mM cAMP; O95398; also: potency is read from the fitted curve at half-maximal effect; nearly all actives have a fitted effect of over 60% in size
Target sequence (O95398 whole entry, looked up): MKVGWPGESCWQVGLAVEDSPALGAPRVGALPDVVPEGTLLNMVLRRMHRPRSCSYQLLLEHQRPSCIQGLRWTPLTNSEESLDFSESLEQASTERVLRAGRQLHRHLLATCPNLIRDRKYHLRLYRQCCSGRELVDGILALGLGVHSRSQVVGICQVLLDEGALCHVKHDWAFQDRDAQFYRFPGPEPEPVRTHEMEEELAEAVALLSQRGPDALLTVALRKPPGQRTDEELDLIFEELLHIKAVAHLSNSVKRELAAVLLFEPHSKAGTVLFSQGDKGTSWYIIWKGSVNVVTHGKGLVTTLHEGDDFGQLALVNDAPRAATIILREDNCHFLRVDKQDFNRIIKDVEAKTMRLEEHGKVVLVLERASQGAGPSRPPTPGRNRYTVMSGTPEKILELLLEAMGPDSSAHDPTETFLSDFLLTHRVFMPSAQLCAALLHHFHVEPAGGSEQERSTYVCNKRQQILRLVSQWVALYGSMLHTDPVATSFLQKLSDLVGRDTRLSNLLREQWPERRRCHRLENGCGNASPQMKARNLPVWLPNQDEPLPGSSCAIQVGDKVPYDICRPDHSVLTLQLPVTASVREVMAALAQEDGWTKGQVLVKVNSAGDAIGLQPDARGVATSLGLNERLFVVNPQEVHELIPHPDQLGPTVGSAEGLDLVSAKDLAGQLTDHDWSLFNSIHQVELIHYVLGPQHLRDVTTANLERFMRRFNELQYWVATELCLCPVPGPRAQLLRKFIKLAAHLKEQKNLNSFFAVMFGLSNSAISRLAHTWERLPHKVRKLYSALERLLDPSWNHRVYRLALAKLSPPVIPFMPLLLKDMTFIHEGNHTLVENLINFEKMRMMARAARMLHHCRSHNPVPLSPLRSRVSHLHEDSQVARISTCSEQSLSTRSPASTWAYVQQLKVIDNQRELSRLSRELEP
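Read-out is the fluorescence drop as BODIPY-GDP leaves Rap1B (480 nm excitation, 540 nm emission), recorded every 5 minutes over 30 minutes. Reactions held 100 nM EPAC1, 250 nM Rap1B–BODIPY-GDP and 50 uM GDP, with 6.5 mM cAMP setting full activation.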
PLK1 PBD inh: PLK1 (human) polo-box domain binding inhibition | P53350 | Plk1 PBD binding of FITC phosphopeptide, fluorescence polarization | Potency, µM, for inactives: max response, negative = inhibition, actives largely listed as inhibitors | actives 2.8% (n = 360,000) | AID 720504; also: potency is read from the fitted curve at half-maximal effect; series mostly up to about 57 µM; % is scaled to controls: 0 for no effect and ±100 for the full control effect; nearly all actives have a fitted effect of over 65% in size
GLP-1R agonist: GLP-1 receptor (human) agonism; P43220; actives 0.007% (n = 380,000); HEK293 GLP-1R CRE-luciferase, luminescence, 4-6 h; cells express a hypersensitive GLP-1R form; Potency, µM (series often up to 45.6 µM), without a hit: at the highest dose activation, actives largely listed as activators; also: potency is read from the fitted curve at half-maximal effect; % of control where 0% means no effect
IL2 activator: activators of IL-2; IL-2 activation reporter assay, cell-based qHTS; stimulated with anti-CD3/CD4/CD28 beads; in transgenic mouse T cells; activation, % (series mostly up to about 46 µM); actives 0.065% (n = 360,000); in the data active = activation above about 50%; inconclusive = mostly about 30% to 49%; also: 0% is about no effect
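Quantitative HTS in unstimulated transgenic mouse T cells, with memory T cells as non-tolerant control and PMA/ionomycin as tolerance-bypass control. Compound pretreatment lasted 60 minutes before 18 h bead stimulation; EGFP/DsRed fluorescence read.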
PI5P4K alpha inh: PI5P4K alpha (human) kinase inhibition | P48426 | PI5P4Kalpha enzyme, ADP-Glo luminescence, 60 min; active compounds read low | max response, % | actives 1.2% (n = 330,000) | AID 652105; active = max response of -50% or lower; inconclusive = between -30% and -50%; inactive = -30% or higher; also: value at the top dose of about 77 µM; % is scaled to controls: 0 for no effect and ±100 for the full control effect
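Luminescence from ADP-Glo served as readout of PI5P4Kalpha activity in a qHTS format. Reaction: enzyme, substrate, compound, ATP at 5 microM final, 60 min at RT.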
EPAC1 antagonist: antagonists of human EPAC1 | O95398 | EPAC1 GEF assay, Rap1b-BODIPY-GDP exchange fluorescence | actives 0.14% (n = 360,000) | Potency, µM (doses to about 115 µM), for the others: at the highest dose activity change, negative = inhibition, most hits filed as inhibitors;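 also: potency is read from the fitted curve at half-maximal effect; plate controls were vehicle for no effect and positive control for full effect; nearly all actives have a fitted effect of over 50% in size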
PTHR1 ag: agonists of human PTHR1 parathyroid hormone receptor | actives 0.075% (n = 410,000) | Potency, µM (highest dose often 115 µM), inactives show at the highest dose activation, most hits filed as activators | AID 743266 | HEK293 GP2 PTHR1 cells, GloSensor cAMP luminescence, 1 h; also: potency is read from the fitted curve at half-maximal effect; nearly all actives have a fitted effect of over 55% in size; some results filed as inactive show a strong effect at the top dose; inactives centre near -15; many of its hits are not listed in these tables
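HEK-293-derived GP2 cells expressing PTHR1 and a GloSensor cAMP reporter, 3,000/well, plated overnight, given luciferin plus IBMX (each 0.5 mM as added) for 1 h at 37 °C, then compound for 1 h at 37 °C. Luminescence was read after 15 min at room temperature.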
GLP-1R inv ag: acts as inverse agonist at human GLP-1 receptor; HEK293 GLP-1R CRE-luciferase, luminescence, 24 h; GLP-1R form is constitutively active; Potency, µM (series often up to 38.3 µM), for the others: at the top dose activity change, negative = inhibition, usual class: inhibitors; actives 1.6% (n = 410,000); AID 624417; also: potency is read from the fitted curve at half-maximal effect; % is scaled to controls: 0 for no effect and ±100 for the full control effect; nearly all actives have a fitted effect of over 55% in size
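Cells are plated, allowed 12 hours at 37 deg C, then treated with compounds for 24 hr before luciferase detection reagent is added and luminescence is read after 12 min at room temperature. The HEK293 line carries constitutively active GLP-1R with a cAMP-responsive reporter.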
* = called active by the depositor; i = inactive; ? = inconclusive; . = no result given; [ ] = remark or other dose. Unless noted, calls follow the shape of the dose curve; as a rule, active = well fitted curve in the direction sought with a large enough effect; inconclusive = small, poorly fitted or top-dose-only effect, or another doubt; inactive = no such curve, though single readings can be large; an effect the other way counts as inactive or inconclusive. A portion of the library, so the mix of outcomes need not match the whole.

#	SMILES	HEK293 tox	EPAC1 ag	PLK1 PBD inh	GLP-1R agonist	IL2 activator	PI5P4K alpha inh	EPAC1 antagonist	PTHR1 ag	GLP-1R inv ag
1	CC(C)(C)c1nn2cnnc2n(/N=C/c2ccc(O)cc2)c1=O	0%[1.53 µM]	-6%	2%	13%	0.6	0	-7%	-17%	8%
2	Cc1noc(C)c1COC(=O)COc1ccc(-c2ccccc2)cc1	3%	11%	2%	8%	2.3	17	-12%	-6%	4%
3	O=C(NCc1ccccn1)Nc1cc(Cl)cc(Cl)c1	3%	2%	-2%	17%	-0.6	8	5%	-10%	?
4	O=c1[nH][nH]c2c1[C@@H](c1ccc(F)cc1)O[C@H](C1CCCCC1)C2	3%	-8%	-13%	0%	-0.9	-4	-17%	-4%	?
5	Cc1cc(Cl)ccc1C(O)c1ncc(-c2cccc3ccccc23)[nH]1 (stereo not drawn)	4%	3%	2%	8%	-0.4	4	-9%	-48%[inhibitor]	?
6	COC(=O)c1sc2ncn(CC(=O)N(C)C3CCCCC3)c(=O)c2c1C	17%	9%	-7%	2%	0.9	-6	12%	-14%	-10%
7	O=C(Nc1ccc(F)cc1)c1ccc(Cn2cnnn2)cc1	12%	3%	-4%	6%	0.4	-8	12%	-16%	6%
8	CC(C)NC(=O)C1(C)CCN1C(=O)c1ccc2c(c1)OCO2 (stereo not drawn)	-5%	5%	5%	-4%	-0.5	-3	-4%	-21%	14%
9	CCOCCCNC(=O)C(c1ccc(Cl)cc1)N1CCC2(CC1)OCCO2 (stereo not drawn)	0%	2%	0%	6%	-0.4	.	2%	17%[57.5 µM]	3%
10	CCN(C(=O)COC(=O)c1cc(-c2ccc(C)o2)nc2ccccc12)C1CCS(=O)(=O)C1 (stereo not drawn)	65%[activator]	5%	-12%	18%	-1.4	?	-18%	-4%	14%
11	CCOC(=O)c1oc2cccc(O)c2c1CN1CCOCC1	3%	-5%	-2%	16%	-2.4	-1	9%	-11%	32%[activator]
12	COC(=O)c1ccc(NC(=O)Nc2ccc3c(c2)OCO3)cc1	-14%	-3%	0%	-4%	-3.1	4	-21%	-5%	-9%
13	CSc1nc2ccc(NC(=O)c3cc4ccccc4o3)cc2s1	-20%	8%	-10%	16%	0.6	1	-9%	-24%	?
14	CCCCN1C(N)=NC[C@H]1Cc1ccc(O)cc1	-11%	12%	-6%	-2%	-0.1	2	-9%	-6%	-15%
15	NC(=NC(=O)c1ccccc1)C1=C(O)CCC1=O	-1%	0%	1%	-14%	0.8	1	-9%	0%[57.5 µM]	4%
16	CCOc1ccccc1OCCn1nc2ccccc2n1	-2%	-3%	-2%	26%	-4.0	3	22%	-9%	12%
17	CC(C)(C)OC(=O)N[C@@H](Cc1ccccc1)C(=O)N1CCC(C(=O)O)CC1	-14%	9%	-6%	-2%	2.5	6	9%	i	-1%
18	CCn1nc(NS(=O)(=O)c2ccc(F)cc2)c2cc3cccc(C)c3nc21	-4%	-15%	-21%	-6%	-0.1	4	-14%	i	10µM*
19	CCN(CC)C(=O)CSc1nc2[nH]ncc2c(=O)[nH]1	-26%	0%	-18%	0%	-2.5	-3	-7%	i	-4%
20	O=C(Cc1ccccc1F)Nc1ccc2c(c1)CCC2	?	2%	-12%	24%	-2.3	-10	3%	i	?
21	O=S(=O)(c1ccc(F)cc1)N1CCc2ccccc2C1	14%	-4%	-7%	-1%	1.1	5	-7%	i	-7%
22	Oc1ccc(Nc2ncnc3scc(-c4ccccc4)c23)cc1	0%	4%	18%	32%	1.6	5	-22%	-32%[inhibitor]	6%
23	Cc1ccc(CSc2nnc3nc(C)cc(C)n23)cc1	5%	-14%	-4%	-2%	-2.2	-17	3%	-47%[inhibitor]	36%[activator]
24	COc1ccc(-c2nnnn2C(C)C)cc1	9%	3%	-1%	?	2.9	-1	-13%	-29%	-9%
25	CCCn1c(=S)[nH]c2sc3c(c2c1=O)CCCC3	2%	2%	-21%	2%	-2.7	-13	-9%	-14%	7%

(cont.)
#	SMILES	HEK293 tox	EPAC1 ag	PLK1 PBD inh	GLP-1R agonist	IL2 activator	PI5P4K alpha inh	EPAC1 antagonist	PTHR1 ag	GLP-1R inv ag
26	CCc1ccc(CN2CCC(n3nccc3NC(=O)c3ccc4c(c3)OCO4)CC2)cc1	-15%	-1%	-9%	2%	-1.1	-10	-5%	-10%	?
27	CCCc1c(C(=O)N/N=C(\C)c2ccc3c(c2)OCO3)nnn1-c1nonc1N	1%	4%	-9%	-7%	-3.1	-7	1%	i	16%
28	CC(=O)Oc1c(Cl)c(N2CCOCC2)c(OC(C)=O)c2ccccc12	-19%	13%	-8%	9%	-2.2	0	-20%	-28%	22%
29	CCC(C(=O)NN1C(=O)c2ccccc2C1=O)c1ccccc1 (stereo not drawn)	-5%	4%	-4%	7%	2.7	6	-20%	i	24%
30	O=c1[nH]c2ccccc2nc1/C=C/c1ccc(Cl)cc1	15%	-4%	3.4µM*	9%	-0.4	?	3%	i	7%
31	C[C@H](CO)N1C[C@H](C)[C@@H](CN(C)Cc2ccccc2)Oc2ccc(NC(=O)CCCCCC(=O)Nc3ccccc3N)cc2C1=O	4%	-8%	-3%	6%	1.9	1	10%	0%	4%
32	COc1ccc2nc(NC(=O)CSc3n[nH]c(N)n3)sc2c1	1%	16%	-10%	10%	-0.4	-10	-12%	-32%[inhibitor]	48%[activator]
33	O=C(Cc1c(F)c(F)c(F)c(F)c1F)Nc1nc(-c2ccccc2)cs1	?	-4%	-1%	-2%	-5.4	1	-21%	-95%[inhibitor]	7.1µM*
34	O=C(CC1SC(N2CCOCC2)=NC1=O)Nc1cc([N+](=O)[O-])ccc1Cl (stereo not drawn)	11%[7.66 µM]	5%	3%	0%	-0.6	1	-7%	i	6%[7.66 µM]
35	NS(=O)(=O)c1ccc(C(=O)Nc2ccc(-c3nc4cccnc4s3)cc2)cc1	12%	-7%	4%	-4%	-1.0	-3	17%	-36%[inhibitor]	21%
36	CCC/C(=N\NC(=O)c1csc(C)c1C)c1cccs1	4%	3%	-10%	3%	-1.9	-8	4%	-16%[57.5 µM]	?
37	Cn1ccnc1Sc1ccccc1[N+](=O)[O-]	-18%	3%	?	-3%	2.5	-8	-21%	-12%	12%
38	CCCCC(=O)Nc1nnc(C2=COCCO2)o1	-5%	8%	-8%	1%	-0.9	-4	-4%	i	20%
39	CC(=C/c1ccccc1)/C=N/N1CCN(Cc2ccc(C)cc2)CC1	-16%	-2%	-5%	18%	-0.7	-1	-7%	-4%	-15%
40	COc1cc(OC)cc(C(=O)NCC(=O)N2CCCCC2)c1	2%	2%	-6%	4%	-3.6	-3	-13%	-26%	14%
41	COc1ccc([N+](=O)[O-])cc1NC(=O)c1ccc(Br)s1	7%[0.307 µM]	-8%	-4%	-20%	-1.0	0	-28%	-1%	-10%[0.307 µM]
42	COc1ccc([N+](=O)[O-])cc1NS(=O)(=O)c1cccc(C(=O)OC2CCOC2=O)c1 (stereo not drawn)	11%	8%	-11%	-6%	-0.1	-10	?	i	21%
43	CC/C(=N\Nc1ccnc2cc(Cl)ccc12)c1ccc(O)cc1	-24%	19%	-12%	10%	-0.1	7	-9%	i	?
44	CC(=O)c1cccc(NC(=O)CCC2CCCC2)c1	15%	-2%	-6%	3%	-3.2	5	-1%	-16%	-14%
45	COc1ccc(C(=O)ON=C2C=C(C)C(=O)C(C)=C2)cc1	0%	-2%	-14%	4%	-2.9	-7	13%	-14%	19%
46	O=C(Nc1nnc(C2=COCCO2)o1)c1ccc(S(=O)(=O)N2CCCC2)cc1	-6%	-3%	-12%	0%	-0.6	-1	-7%	-51%[inhibitor]	17%
47	Cc1sc(NC(=O)CSc2nnc(-c3ccc(F)cc3)o2)c(C#N)c1C	3%	-1%	-9%	1%	5.5	-2	4%	i	3%
48	COc1ccc(-c2cnnn2-c2ccc(NC(=O)c3ccco3)cc2)cc1OC	8%	9%	-6%	15%	-1.3	.	5%	i	199%[activator]
49	O=C(Nc1ccccc1C(=O)Nc1ccccc1C(=O)O)c1ccccc1	18%	2%	?	-2%	-4.2	0	-4%	-32%[inhibitor]	-25%
50	O=C(Cn1cnc2c(nnn2-c2cccc(Cl)c2)c1=O)N1CCOCC1	2%	-12%	-9%	-3%	-0.7	6	-4%	i	1%

Further results
#	SMILES	HEK293 tox	EPAC1 ag	PLK1 PBD inh	GLP-1R agonist	IL2 activator	PI5P4K alpha inh	EPAC1 antagonist	PTHR1 ag	GLP-1R inv ag
51	Cc1n[nH]c(=O)nc1NC1CCCCC1	-8%	-1%	-28%	14%	0.2	-5	10%	i	6%
52	Cc1cccc(N(CC(=O)N/N=C/c2ccc(C(=O)O)cc2)S(=O)(=O)c2ccccc2)c1C	-8%	7%	-5%	-4%	0.1	-10	-4%	i	6%
53	N#Cc1nc(COc2ccccc2Cl)oc1NCc1ccc(F)cc1	-26%	24%	-10%	3%	-1.9	.	-2%	-19%	-10%
54	CCCCCOC(=O)CSc1nc2c(c(=O)[nH]c(=O)n2C)n1Cc1ccc(Cl)cc1	-2%	4%	?	5%	-1.0	-1	-3%	i	-14%
55	CCN=C1SC(CC(=O)Nc2sc3c(c2C#N)CCCC3)C(=O)N1CC (stereo not drawn)	-6%	-7%	-4%	-7%	-0.8	0	13%	-4%[57.5 µM]	-19%
56	CC(Nc1cc(N2CCN(S(=O)(=O)N(C)C)CC2)ccc1[N+](=O)[O-])c1ccccc1 (stereo not drawn)	-6%	11%	-4%	19%	0.9	0	7%	-1%	20%
57	CN(CC(=O)Nc1cccc(F)c1)C(=O)Cc1ccsc1	-14%	-2%	0%	7%	-4.3	0	5%	i	3%
58	CC1CC(C)CN(S(=O)(=O)c2ccc3c(c2)CC(C)N3C(=O)C2CC2)C1 (stereo not drawn)	-4%	-4%	-3%	13%	-0.9	6	-11%	-34%[inhibitor]	?
59	O=[N+]([O-])c1cc([N+](=O)[O-])c(N2CCOCC2)cc1NCc1ccccc1	-18%	7%	0%	11%	-2.5	.	9%	i	0%
